esBAF inh – Bmi1 luciferase reporter increase in mESCs, primary screen, esBAF inhibitor project, mouse ES cells, Bmi1 luciferase knock-in, single point; hit rate 2% among 350,000; 24 h; 100% = twice the neutral-well signal; AID 602393, 2012; reporter increase, % at 12.5 µM; in the data active means activation above about 40%; inconclusive means no clear call, values can overlap the other calls;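 further: 0% = median of the plate's neutral control wells and 100% = double that signal; a rise in the Bmi1 reporter signal indicates esBAF inhibition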
RAD54 branch – inhibitors of human RAD54 branch migration, primary screen, biochemical, fluorescence, single point | RAD54 Holliday junction branch migration, FAM/BHQ fluorescence | inhibition, % at 10.4 µM | hit rate 0.14% among 360,000;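 active means mean normalized replicate activity at least 40 and at least half of replicates scoring 40 or more; inconclusive means only one of the two criteria met; inactive means mean below 40 and under half of replicates reaching 40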;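 further: 0% = median of neutral control wells and 100% = median of positive control wells; inhibitors cause a drop in the FAM fluorescence signal; in these data hits start at about 50%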
Target sequence (Q92698 whole entry, looked up): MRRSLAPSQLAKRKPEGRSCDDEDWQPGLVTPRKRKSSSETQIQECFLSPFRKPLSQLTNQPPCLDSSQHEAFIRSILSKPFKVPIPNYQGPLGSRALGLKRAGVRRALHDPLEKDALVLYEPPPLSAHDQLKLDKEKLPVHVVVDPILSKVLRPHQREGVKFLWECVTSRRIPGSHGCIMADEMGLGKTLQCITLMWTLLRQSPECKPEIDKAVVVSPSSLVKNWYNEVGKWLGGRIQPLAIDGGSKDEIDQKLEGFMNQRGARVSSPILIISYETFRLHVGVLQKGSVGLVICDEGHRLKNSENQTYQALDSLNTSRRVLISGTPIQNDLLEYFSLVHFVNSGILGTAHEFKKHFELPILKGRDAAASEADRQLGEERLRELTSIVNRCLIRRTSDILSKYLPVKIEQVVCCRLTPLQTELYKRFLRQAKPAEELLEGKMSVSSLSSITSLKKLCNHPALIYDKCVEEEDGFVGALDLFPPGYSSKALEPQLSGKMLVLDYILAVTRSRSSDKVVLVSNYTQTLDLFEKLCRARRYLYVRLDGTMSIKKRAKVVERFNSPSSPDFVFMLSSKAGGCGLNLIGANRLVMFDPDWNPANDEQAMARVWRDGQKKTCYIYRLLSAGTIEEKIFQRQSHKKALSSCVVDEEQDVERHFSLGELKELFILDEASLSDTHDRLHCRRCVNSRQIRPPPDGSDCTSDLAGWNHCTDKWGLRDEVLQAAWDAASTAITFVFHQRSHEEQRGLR
Starred values were filed as active, the others as inactive; ? = inconclusive. Only part of the results is shown, so the mix of outcomes need not match the whole.

SMILES	esBAF inh	RAD54 branch
Cc1ccc(NC(=O)c2ccc(CSc3nnnn3C)cc2)cc1	29.5	-4.5
CCOc1ccccc1N1CCN(C(=O)C(Sc2ccccc2)c2ccccc2)CC1 (centres undefined)	-6.5	-3.4
CCOC(=O)C1CSc2[nH]c(=O)sc2C1c1ccccc1 (centres undefined)	-3.6	1.2
Cc1ccc(N(CC(=O)Nc2ccccc2C(=O)NCc2ccco2)S(=O)(=O)c2ccccc2)cc1C	-0.8	-3.2
COC(=O)c1cc(Br)c(=O)n(Cc2cccnc2)c1	1.5	-7.3
O=C(Oc1ccc([N+](=O)[O-])cc1)c1cc(-c2ccccc2)nc2ccccc12	5.5	10.0
CCCC(C)NCC(=O)Nc1ccccc1-c1ccccc1 (centres undefined)	-7.0	8.0
CCCN(CCC)C(=O)Cn1c(=O)n(CCCCC(=O)NC2CCCC2)c(=O)c2ccccc21	5.8	7.9
CC(C)C(=O)Nc1nnc(CCc2nnc(NC(=O)C(C)C)s2)s1	-0.4	0.7
O=C(CSc1n[nH]c(-c2cccnc2)n1)Nc1ccccc1	-2.0	2.9
COc1cccc(NC(=O)CCS(=O)(=O)c2cccs2)c1	17.6	-8.9
N#CC1=C(SCC(=O)c2cc3ccccc3oc2=O)NC(=O)C(C#N)C12CCCC2 (centres undefined)	2.6	-51.2
COc1ccc(C2=C(C)CC(C)(C)NC2=O)cc1OC	-8.1	15.5
CSCCC1NC(=O)N(CC(=O)Nc2c(Cl)cc(Cl)cc2Cl)C1=O (centres undefined)	-10.1	-3.4
O=C(Nc1ccc(F)cc1)Nc1ccc(Cl)cn1	34.5	-1.4
COc1ccc(NC(=O)c2coc3ccccc23)cc1OC	83.0*	-10.7
COC(=O)c1c(NC(=O)C2CC(=O)NN2Cc2ccccc2)sc(C)c1C (centres undefined)	1.4	6.8
N=C1C(=O)OCC1c1ccccc1NC(=O)CN1CCOCC1 (centres undefined)	-3.5	-0.2
O=C(CNC1=NCCC1)c1ccc2c(c1)OCCO2	-4.4	-11.5
C=CCn1c(SCc2ccc(C#N)cc2)nnc1-c1ccccc1	8.8	0.4
O=C(NNc1nc2ccccc2s1)C1CC1	-1.9	14.9
COCCn1c(CN2CCC(Cc3ccccc3)CC2)nc2c1c(=O)n(C)c(=O)n2C	-4.3	-2.3
CC1(C)C(N(O)C(=O)Nc2ccccc2)N(c2cccc(Cl)c2)C(=O)N1O (centres undefined)	5.2	0.3
Cc1noc(C)c1C(=O)Nc1ccc(F)cc1F	-2.1	1.5
Cc1cc(C(=O)CN2C(=O)c3cccc(N)c3C2=O)c(C)n1Cc1cccs1	43.1*	3.3

Going on with the list.
SMILES	esBAF inh	RAD54 branch
CC(C)Cn1c(=O)c2c(nc3n2CCCN3CCc2ccccc2)n(C)c1=O	5.3	-9.1
CC(C)n1nc(C(=O)NCCc2ccc(S(N)(=O)=O)cc2)c2ccccc2c1=O	-45.7	-3.2
O=c1cc(-c2ccco2)oc2ccc(Cl)cc12	20.1	-8.3
CCc1nnc(NC(=O)C2Cc3ccccc3CN2S(=O)(=O)c2cccs2)s1 (centres undefined)	10.9	-12.2
Cc1occc1-c1nnc(SCC(=O)c2cc3ccccc3oc2=O)o1	9.1	-5.6
COc1ccccc1-n1c(=O)c2c3c(sc2n2c(SC)nnc12)CCC3	9.6	2.5
CCn1nc(C)c(/C=N/NC(=O)c2ccc3c(c2)c(C)c(C)n3Cc2ccccc2)c1C	-3.7	-13.5
Cc1[nH]c2ccccc2c1C(=O)CN1CCC(C(N)=O)(N2CCCCC2)CC1	0.2	9.9
O=C(/C=C/c1ccccc1)c1ccoc1	-3.8	-2.1
COc1cc2c(cc1NC(=O)c1cccnc1)oc1ccccc12	72.3*	7.9
Cc1ccc2nc3sc(C(=O)NCc4ccco4)c(N)c3cc2c1	8.9	8.0
O=C1C2C(C(=O)N1c1ccncc1)C1C=CC2C12CC2 (centres undefined)	-7.6	0.1
CC1=CS(=O)(=O)CC1Sc1nc2ccccc2[nH]1 (centres undefined)	6.8	-0.5
COc1cccc(N2CCN(CC(=O)c3c[nH]c4ccc(OC)cc34)CC2C)c1 (centres undefined)	4.1	-12.2
COc1ccc(C(=O)CN2C(=O)NC(C)(c3ccc(C)cc3)C2=O)cc1OC (centres undefined)	-4.1	-2.3
Cc1ccc(NC(=O)CO/N=C(\N)c2nonc2N)cc1	12.9	1.9
Cc1ccc(C(C)C)c(OCC(=O)Nn2c(C)nc3ccccc3c2=O)c1	-0.9	-3.7
COc1ccc(CCNC(=O)c2ccc3c(c2)N(Cc2ccc(C)cc2)CCS3)cc1OC	1.7	-0.1
CC(=O)c1ccc(S(=O)(=O)N2CCN(c3nc4c(C)c(C)ccc4cc3C#N)CC2)cc1	1.4	-18.8
CCOC(=O)/C(C#N)=C1/SC(CC)C(=O)N1c1ccc(C)cc1 (centres undefined)	-0.1	1.1
OC(c1cccnc1)c1cccs1 (centres undefined)	1.9	-5.9
Cc1ccc(-n2cc(C(=O)c3ccc(F)cc3)nn2)cc1Cl	-24.8	-4.0
COc1ccc(/C=N/NS(=O)(=O)c2ccccc2)cc1OS(=O)(=O)c1ccc(C)cc1	2.1	-7.1
O=C(/C=C/c1ccc(Cl)cc1)N1CCN(c2ccc(Cl)cc2[N+](=O)[O-])CC1	-0.4	5.8
COc1ccccc1NC(=O)N(Cc1ccco1)Cc1cc2cc(C)cc(C)c2[nH]c1=O	4.5	4.7

(continued)
SMILES	esBAF inh	RAD54 branch
Cc1nc2ccc(S(=O)(=O)NCC(=O)N(C)Cc3ccco3)cc2s1	2.8	-0.9
CCN1CC(O)=C(c2nc3ccccc3s2)C1=N	32.7	-0.3
COc1cccc(-c2cnc(NCc3cc(Cl)ccc3O)n2C)c1	3.1	5.3
CCC1SC2=NC(C)=C(C(=O)OC)C(c3cccs3)N2C1=O (centres undefined)	-4.1	6.5
COc1ccccc1S(=O)(=O)Cc1ccc(C(=O)N2CCN(c3ccccc3)CC2)o1	-1.5	-9.3
COC(=O)Cc1c(C)c2c(O)cc(C)cc2oc1=O	-5.6	-8.2
Cc1cc(C)n(-c2cc(N3CCN(S(=O)(=O)c4ccc(C)c(C)c4)CC3)ccc2[N+](=O)[O-])n1	6.8	-3.9
CC12CC(NC(=O)N1c1cccc(C(=O)Nc3ncn[nH]3)c1)c1ccccc1O2 (centres undefined)	-12.4	5.6
CCOc1cccc(CNc2ccc(O)cc2)c1OCc1ccc(Cl)cc1Cl	0.9	-7.8
Cc1ccc(NC(=S)c2nc3ccccc3[nH]2)cc1	20.2	2.0
Cc1ccc(-n2c(C)cc(/C=N/NC(=O)CC3(C)OCCO3)c2C)c(C)c1	7.2	-9.0
CC(C)(C#N)Nn1cnnc1	-8.1	3.1
Cn1nnnc1SCc1cc(=O)[nH]c2ccccc12	4.1	-5.5
Cc1ccc(N2C(=O)C3Sc4[nH]c(=O)sc4C(c4ccccc4)C3C2=O)cc1 (centres undefined)	6.1	6.6
COc1ccc(C(=O)CSc2nc(SC)ns2)cc1OC	5.4	-9.3
CCOc1cc2c3c(c1)C1(Nc4ccccc4S1)C(=O)N3C(C)(C)CC2C (centres undefined)	-2.6	-7.1
COc1ccc(OC(=O)c2cccc(S(=O)(=O)N3CCCC3)c2)cc1	1.9	-3.4
CC(C)c1ccc(OCc2ccc(C(=O)N3CCN(c4ccccn4)CC3)cc2)cc1	?	2.4
CCC(C)[C@H](NC(=O)Nc1ccc2c(c1)OCCO2)C(=O)O (some centres undefined)	-5.1	-2.4
O=C(O)CC1=C(O)C(=O)N(c2ccccc2)C1c1ccc(Cl)cc1 (centres undefined)	8.6	0.2
Cc1ccccc1NC(=O)Cn1cnc2c1c(=O)n(C)c(=O)n2C	-7.5	1.4
CCCc1cc(Nc2cccc(OCC)c2)n2ncnc2n1	-9.7	0.4
Cc1ccc(S(=O)(=O)N(C)c2ccc(C(=O)N3CCN(Cc4ccc5c(c4)OCO5)CC3)cc2)cc1	-11.1	-6.2
COCCNC(=O)C(c1ccco1)N(C(=O)Cn1nnc2ccccc21)c1ccc(C)cc1C (centres undefined)	-5.1	-2.1
COc1cccc(C2(O)CCN(C(=O)Cc3cccnc3)CC2)c1	-1.0	-5.6

2 records picked at random from the list so far, as already listed:
SMILES	esBAF inh	RAD54 branch
O=C1C2C(C(=O)N1c1ccncc1)C1C=CC2C12CC2 (centres undefined)	-7.6	0.1
CCOc1cccc(CNc2ccc(O)cc2)c1OCc1ccc(Cl)cc1Cl	0.9	-7.8

The listing continues.
SMILES	esBAF inh	RAD54 branch
CC1CCCCN1C(=O)N[C@@H](Cc1ccccc1)C(=O)O (some centres undefined)	10.2	-2.4
O=C(NCC1c2ccccc2CCN1C(=O)CN1C(=O)c2ccccc2C1=O)C1CCCCC1 (centres undefined)	0.7	-11.0
O=C(N/N=C/c1ccccn1)c1cc(C2CC2)nc2ccccc12	0.7	-13.3
CCCn1c(CN(Cc2ccccc2)Cc2ccccc2)nc2c1c(=O)n(C)c(=O)n2C	-5.5	1.4
CCOC(=O)C(C)n1cnc2c(nnn2-c2ccc(C)cc2)c1=O (centres undefined)	8.1	5.6
O=C(CSc1nc2ccccc2s1)Nn1cnnc1	-2.7	5.3
O=c1c2c3c(sc2nc2n1CCCC2)CCCC3	47.5*	9.3
Cn1cc(S(=O)(=O)N2CCOCC2)cc1C(=O)NCCc1ccccc1	2.8	8.1
CCCn1c(=O)[nH]c(=O)c2c1nc(-c1ccc(OC(F)F)cc1)n2CCN1CCOCC1	-1.1	-5.4
O=C(CSc1cccc[n+]1[O-])c1cc2ccccc2o1	14.6	-0.9
CC1(C)CC(=O)c2cc(C(=O)N3CCCC(C)(C)C3)c(=O)n(-c3ccccc3)c2C1	-3.1	-2.3
CCN(CC)CC(=O)Nc1c(C)cc(C(C)(C)C)cc1C	1.6	0.2
CC[C@H](C)/C=C/C1=CC2=C(Cl)C(=O)[C@@]3(C)OC(=O)C(C(=O)[C@H](C)[C@@H](C)O)=C3C2=CO1	0.0	7.9
CCOC(=O)C1=C(N)Oc2ccc3ccccc3c2C1c1cccnc1 (centres undefined)	6.0	6.3
Cc1cccc(OCC(=O)N/N=C\C=C\c2ccc3c(c2)OCO3)c1C	-4.8	1.5
N/C(=N\c1nc2c(c(=O)[nH]1)CCC2)Nc1cccc2ccccc12	-20.5	1.8
CCOC(=O)c1ccc(NC(=O)N2CCN(CCc3ccccc3)CC2)cc1	22.8	3.1
CCOC(=O)C1CCCN(CC(=O)/C=C2/N(C)c3ccccc3C2(C)C)C1 (centres undefined)	-30.7	-2.5
COC(=O)c1c(O)c2c([nH]c1=O)CCCC2	-42.4	1.7
O=C1CC(N2CCOCC2)C(=O)N1CCc1ccccc1 (centres undefined)	-2.2	3.3
CC(C)(Oc1ccc(Cl)cc1)C(=O)Nc1cccnc1	2.4	-3.8
CNC(=S)N1N=C(c2ccc(C)cc2)CC1c1ccc(Br)cc1 (centres undefined)	15.7	1.0
Cc1sc2nc(CN(C(=O)NC3CCCCC3)C3CCCCC3)[nH]c(=O)c2c1C	3.9	-11.0
CCOC(=O)[C@@H]1[C@H]2COc3cc(OC)ccc3[C@@H]2N2C(=O)N(c3cccc(Cl)c3)C(=O)[C@@]12C	-2.6	10.9
COc1ccc(CCNC(=O)C2CCN(c3nn4c(=O)cc(C)nc4s3)CC2)cc1OC	1.9	-7.0

Following part:
SMILES	esBAF inh	RAD54 branch
Cc1cccc(Oc2ccc(C(=O)NC3CCSC3=O)cn2)c1C (centres undefined)	0.3	-1.8
Cc1ccc(-c2noc(-c3ccccc3C(=O)N3CCCC3)n2)cc1	38.4	-0.2
CCN1CCN(Cc2ccc(NC(=O)c3ccc(C)c(NC(=O)c4cccc(-c5cn[nH]c(=O)c5)c4)c3)cc2C(F)(F)F)CC1	-4.7	3.9
CC(C)C(NC(=O)c1ccccc1NC(=O)c1ccccc1)C(=O)NCCCn1ccnc1 (centres undefined)	-3.0	2.8
CCOC(=O)C1=C(CSc2nnnn2C)N(C)C(=O)NC1c1ccccc1 (centres undefined)	1.5	4.6
C=CCSc1nnc(NC(=O)CSc2nnc(C)s2)s1	1.9	7.3
CCSc1nnc([C@@H]2CCCN2C(=O)OC(C)(C)C)o1	7.8	1.7
Cc1cccc(N(CC(=O)N2CCOCC2)S(C)(=O)=O)c1	0.8	-4.7
CCOC(=O)C(=O)/C(C#N)=C/Nc1ccccc1	-2.4	1.6
O=C(NCc1cccnc1)c1ccc(Cl)c(Cl)c1	-4.1	3.3
Cc1cc(Cl)c(S(=O)(=O)N/N=C/c2ccc3c(c2)OCO3)c(Cl)c1	28.6	1.0
COC(=O)c1ccccc1NC(=O)CSc1nnc(C(C)NC(=O)c2ccc(Cl)cc2Cl)n1C (centres undefined)	-7.3	-4.3
O=C(Nc1ccc(Br)cc1)C1CCCN1S(=O)(=O)c1cccs1 (centres undefined)	6.7	1.7
N#C/C(=C/c1ccc(Cl)cc1)NC(=O)c1ccccc1	9.5	-7.0
COc1ccc2cc3cc(C(=O)N4CCN(C5CCCCC5)CC4)oc3nc2c1	-1.7	-22.3
COc1cccc(Nc2cc(N3CCOCC3)c3nonc3c2[N+](=O)[O-])c1	7.2	-11.5
CCC(=O)Nc1ccc(NC(=O)CSc2nnc(C(C)C)n2C)cc1	-6.5	-7.4
O=C(Nc1ccccc1)N1CCC(c2ccccc2)C1 (centres undefined)	21.0	2.7
Cc1ccc(C(CC(=O)N2CCCC2)c2ccccc2)c(O)c1C (centres undefined)	8.1	-3.1

Taken from the results shown (5 entries):
SMILES	esBAF inh	RAD54 branch
COc1ccc2cc3cc(C(=O)N4CCN(C5CCCCC5)CC4)oc3nc2c1	-1.7	-22.3
COc1cccc(Nc2cc(N3CCOCC3)c3nonc3c2[N+](=O)[O-])c1	7.2	-11.5
CCC(=O)Nc1ccc(NC(=O)CSc2nnc(C(C)C)n2C)cc1	-6.5	-7.4
O=C(Nc1ccccc1)N1CCC(c2ccccc2)C1 (centres undefined)	21.0	2.7
Cc1ccc(C(CC(=O)N2CCCC2)c2ccccc2)c(O)c1C (centres undefined)	8.1	-3.1
